# TAAR1 agonist: human TAAR1 agonism; Q96RJ0; hit rate 0.99% among 360,000; activation, % at 3 µM; AID 624467; CHO RD-HGA16 TAAR1, Fluo-8 calcium fluorescence; vehicle wells 0%, saturating PEA agonist 100%;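 active = activation above the mean activation of all test compounds in the run plus 3 SD, cut at about 38% in these data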
# Target sequence (Q96RJ0 whole entry, looked up): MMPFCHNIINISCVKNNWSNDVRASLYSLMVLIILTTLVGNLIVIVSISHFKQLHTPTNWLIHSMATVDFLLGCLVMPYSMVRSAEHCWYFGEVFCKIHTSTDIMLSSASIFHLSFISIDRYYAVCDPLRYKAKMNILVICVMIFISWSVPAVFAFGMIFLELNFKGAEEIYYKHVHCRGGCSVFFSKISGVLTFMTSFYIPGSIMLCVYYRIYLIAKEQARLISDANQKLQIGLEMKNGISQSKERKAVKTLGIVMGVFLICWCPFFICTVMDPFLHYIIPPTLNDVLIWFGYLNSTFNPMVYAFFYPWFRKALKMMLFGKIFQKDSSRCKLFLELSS
#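 Signal – calcium-sensitive Fluo-8 signal, excitation 470-495, emission 515-575 nm · System – RD-HGA16 (CHO) cells co-expressing Gα16 and hTAAR1 · Incubation – 17-24 h seeding, 75 min 37 °C dye, 30 min RT · Compound dosing – 3 µM single concentration · Repeats – no replicates (n 1)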
# CHO parental Ca: counter-screen: ATP calcium response change in parental CHO cells; parental CHO-K1, ATP-induced calcium, Fluo-8 fluorescence; inhibition, % at 5.6 µM; hit rate 0.63% among 330,000;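 active = inhibition above that plate's mean sample inhibition plus 3 SD, cut at about 26% in these data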;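 note: 0% = ATP-challenged DMSO wells and 100% = DMSO wells without ATP; some compounds past the cut are filed as inactive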
#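 Assay system: parental CHO cells; Read-out basis: percent inhibition of ATP-evoked calcium rise, normalized to controls; Benchmarks: ATP and no-ATP DMSO wells; Compound dosing: single nominal dose of 5.6 µM per compound; Signal: Fluo-8 calcium dye fluorescence; Also added: ATP as calcium-mobilizing challenge; Repeats: singlicate.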
# V1R ag counter: counter-screen for oxytocin receptor agonists: human V1a receptor agonists. P37288. CHO-V1R cells, Fluo-8 calcium fluorescence, agonist mode; 0% DMSO, 100% 3 nM vasopressin. activation, % at 3 µM. hit rate 0.25% among 320,000. AID 2797;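 active = activation above the mean activation of all tested compounds plus 3 SD, per screening run, cut at about 20% in these data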;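 note: signal is peak over basal fluorescence ratio across a 100 second FLIPR read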
# CHRM1 agonist: activates human CHRM1 receptor. P11229. hit rate 0.33% among 360,000. CHO-K1 hM1, Fluo-8 calcium fluorescence, agonist mode; 0% DMSO, 100% acetylcholine EC100. activation, % at 3 µM;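 active = activation above the run's mean compound activation plus 3 SD, cut at about 16% in these data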;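 note: peak over basal fluorescence ratio within a 140 s kinetic read after compound addition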
# CHO-K1 Ca ag: nonselective activator or artifact in parental CHO-K1 cells | Fluo-8 calcium fluorescence; scaled to maximal ATP response, vehicle zero | activation, % at 3 µM | hit rate 0.48% among 360,000; in the data active = activation above about 15%;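 note: untransfected CHO-K1 host cells lacking M1 receptor as counterscreen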
# CHO-K1 Ca antag: nonselective inhibitor or artifact in parental CHO-K1 cells; inhibition, % at 3 µM; AID 602250; hit rate 0.6% among 360,000; ATP-induced calcium, Fluo-8 fluorescence;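 active = inhibition above a per-plate cutoff, the plate's mean sample inhibition plus 3 SD, cut at about 24% in these data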;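 note: 0% = DMSO plus EC80 ATP and 100% = DMSO alone without ATP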
# OXTR potentiator: potentiates the human oxytocin receptor response | hit rate 0.061% among 320,000 | CHO-OTR cells, Fluo-8 calcium fluorescence, potentiator mode; 0% = oxytocin EC15, 100% = EC100 | activation, % at 3 µM | P30559 | AID 2445;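 active = activation above that plate's cutoff, the mean activation of tested compounds plus 3 SD, cut at about 6.6% in these data, passing the limit was not always enough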;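 note: 100% uses oxytocin at 75 nM as the full agonist control; some results filed as inactive read as strong as hits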
# Target sequence (P30559 whole entry, looked up): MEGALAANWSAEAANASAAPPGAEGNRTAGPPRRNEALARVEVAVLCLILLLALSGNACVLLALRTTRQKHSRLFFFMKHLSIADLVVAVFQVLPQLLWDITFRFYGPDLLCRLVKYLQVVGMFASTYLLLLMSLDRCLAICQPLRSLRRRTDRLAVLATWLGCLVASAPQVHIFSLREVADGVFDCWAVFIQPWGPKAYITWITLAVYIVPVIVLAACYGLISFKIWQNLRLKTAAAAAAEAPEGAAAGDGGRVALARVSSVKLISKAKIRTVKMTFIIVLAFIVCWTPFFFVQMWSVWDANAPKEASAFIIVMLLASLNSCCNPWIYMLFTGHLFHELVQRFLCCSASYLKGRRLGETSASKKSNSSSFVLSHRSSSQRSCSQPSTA
#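 System: human OTR in CHO cells; Also added: sub-maximal oxytocin, roughly EC15; Timing: compound 6 min at room temperature before oxytocin, 100 s read; Technique: Fluo-8 intracellular calcium fluorescence, ex 470-495, em 515-575 nm; Controls: oxytocin EC15 low and EC100 high; Replication: singlicate.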
# M1 PAM parental: nonselective activator or artifact in parental CHO-K1 calcium assay. ATP EC20, Fluo-8 calcium fluorescence; 0% at ATP EC20, 100% at ATP max. AID 602247. hit rate 0.02% among 360,000. activation, % at 3 µM;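 active = activation above the run cutoff, the mean activation of all test compounds plus 3 SD, cut at about 40% in these data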;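 note: peak over basal fluorescence ratio in a 140 s read after ATP addition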
# TAAR1 antagonist: human TAAR1 antagonism | CHO RD-HGA16 TAAR1, Fluo-8 calcium fluorescence, antagonist | inhibition, % at 3 µM | hit rate 1.5% among 360,000 | AID 624466;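 active = inhibition above a per-plate cutoff, the mean inhibition of test compounds on that plate plus 3 SD, cut at about 49% in these data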;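 note: 0% = DMSO plus EC80 beta-PEA response and 100% = DMSO alone without agonist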
#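 System: CHO RD-HGA16 cells bearing hTAAR1. Reagent: EC80 β-phenethylamine stimulus. Schedule: seeding 17-24 h prior, 75-min 37 °C, 30-min RT dye loading. Signal: Fluo-8 intracellular calcium dye fluorescence, real-time kinetic reads. Read-out: % inhibition from peak post-agonist over basal fluorescence ratio. Benchmarks: vehicle wells and EC80 agonist wells. Replicates: n of 1.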
# The depositor's hits bear a star; nt = no result given.
structure,CHO parental Ca,CHO-K1 Ca antag,CHRM1 agonist,TAAR1 agonist,V1R ag counter,CHO-K1 Ca ag,TAAR1 antagonist,M1 PAM parental,OXTR potentiator
O=C(CSc1nc2ccccc2n1Cc1ccccc1)N/N=C/c1ccccc1C(=O)O,-20,16,-4,2,0.2,-0.2,-1,-23,-5
CC1CCCN(C(=O)CCNC(=O)Cn2cnc3ccccc3c2=O)C1 (configuration not stated),-8,-10,-4,2,0.4,0.5,-8,-1,-3
CCOc1ccc(C2CC(c3ccc(CC)cc3)n3nc(N)nc3N2)cc1 (configuration not stated),-6,11,0,2,1.0,0.2,-27,7,-9
O=S(=O)(NC1CCCCC1Sc1ncccn1)c1ccc(Cl)cc1 (configuration not stated),1,-8,-9,0,0.6,1.4,-9,13,-1
O=Cc1c(N2CCCCCC2)nc2ccccn2c1=O,-3,-13,-7,4,-0.6,0.5,10,14,-4
CCn1c(=O)c([N+](=O)[O-])c(N2CCN(Cc3ccc4c(c3)OCO4)CC2)c2ccccc21,-3,-8,-2,-2,-1.3,1.3,-35,16,-3
NC(=O)c1ccccc1OCC(=O)Nc1cccnc1Cl,-11,-19,-3,0,0.6,1.0,-18,5,-7
COc1cccc(-c2noc(-c3cccs3)n2)c1,-7,-16,-3,23,0.0,0.0,-11,12,0
C/C(=N/NC(=O)c1ccoc1C)C12CC3CC(CC(C3)C1)C2,17,2,-5,3,0.5,0.5,6,16,-21
CN(C)CCCNC(=O)c1cc(S(=O)(=O)N2CCOCC2)ccc1F,-4,20,-4,5,0.4,-0.1,-3,-5,-11

# (cont.)
structure,CHO parental Ca,CHO-K1 Ca antag,CHRM1 agonist,TAAR1 agonist,V1R ag counter,CHO-K1 Ca ag,TAAR1 antagonist,M1 PAM parental,OXTR potentiator
Cc1cc(=O)[nH]c2[nH][nH]c(=O)c12,nt,6,1,3,nt,0.0,-22,1,nt
CCN1CCN(CCCN(Cc2ccco2)C(=S)Nc2cc(Cl)ccc2C)CC1,-15,-3,-5,1,2.1,4.2,-6,-1,-5
CCCn1nc(NS(=O)(=O)c2ccccc2[N+](=O)[O-])c2cc3ccccc3nc21,-24,-13,-3,0,0.7,0.3,-14,10,-8
COc1cc(/C=C/C(=O)OC(C)C(=O)c2ccccc2)cc(OC)c1OC (configuration not stated),-24,-15,-1,0,-0.7,0.9,-22,3,-2
COc1ccc(C(=O)/C(C#N)=N/Nc2ccccc2[N+](=O)[O-])cc1,-4,-9,0,5,8.0,5.1,2,24,-4
Cc1cc(C)c(S(=O)(=O)N2CCN(C(=O)c3cc4ccccc4oc3=O)CC2)c(C)c1,-18,-12,-2,5,4.1,3.8,-6,19,-7
Cc1nonc1OCCNc1ccc([N+](=O)[O-])cc1[N+](=O)[O-],1,2,-14,-1,0.1,0.8,-2,-1,1
N/C(Cc1ccc(Cl)cc1Cl)=N\OC(=O)c1ccccc1F,-10,-4,-7,3,-0.2,-0.5,9,9,-7
COc1cc(OC)c(/C=C2\SC(=O)N(CC(=O)Nc3ccccc3F)C2=O)c(OC)c1,3,-4,-4,4,-0.4,-0.4,-14,-2,-9
O=C(NCCCN1CCCC1)c1cc(Sc2ccc(F)cc2)nc2ccccc12,-22,-13,-7,5,-0.6,2.0,-36,-4,-13

# Pulled by compound from the list above:
structure,CHO parental Ca,CHO-K1 Ca antag,CHRM1 agonist,TAAR1 agonist,V1R ag counter,CHO-K1 Ca ag,TAAR1 antagonist,M1 PAM parental,OXTR potentiator
O=C(CSc1nc2ccccc2n1Cc1ccccc1)N/N=C/c1ccccc1C(=O)O,-20,16,-4,2,0.2,-0.2,-1,-23,-5
COc1cc(OC)c(/C=C2\SC(=O)N(CC(=O)Nc3ccccc3F)C2=O)c(OC)c1,3,-4,-4,4,-0.4,-0.4,-14,-2,-9
COc1ccc(C(=O)/C(C#N)=N/Nc2ccccc2[N+](=O)[O-])cc1,-4,-9,0,5,8.0,5.1,2,24,-4
Cc1cc(C)c(S(=O)(=O)N2CCN(C(=O)c3cc4ccccc4oc3=O)CC2)c(C)c1,-18,-12,-2,5,4.1,3.8,-6,19,-7
CCOc1ccc(C2CC(c3ccc(CC)cc3)n3nc(N)nc3N2)cc1 (configuration not stated),-6,11,0,2,1.0,0.2,-27,7,-9
CCCn1nc(NS(=O)(=O)c2ccccc2[N+](=O)[O-])c2cc3ccccc3nc21,-24,-13,-3,0,0.7,0.3,-14,10,-8
C/C(=N/NC(=O)c1ccoc1C)C12CC3CC(CC(C3)C1)C2,17,2,-5,3,0.5,0.5,6,16,-21

# (continued)
structure,CHO parental Ca,CHO-K1 Ca antag,CHRM1 agonist,TAAR1 agonist,V1R ag counter,CHO-K1 Ca ag,TAAR1 antagonist,M1 PAM parental,OXTR potentiator
O=C(NCC(=O)N(c1ccccc1)C(C(=O)NC1CCCC1)c1ccncc1)c1cccs1 (configuration not stated),-3,-2,-3,5,0.0,0.4,-11,15,1
COc1ccc(-c2cc(C(=O)Nc3cccc(S(=O)(=O)NCc4ccco4)c3)c3ccccc3n2)cc1OC,0,-8,-1,15,0.3,6.9,75*,-4,-6
COC(=O)C1=C(C)Nc2ncnn2C1c1ccc(OC(=O)c2ccccc2)cc1 (configuration not stated),-14,-17,-4,4,0.3,-0.1,5,5,3
COc1ccc(S(=O)(=O)N2CCCCC2)cc1NS(=O)(=O)c1cc(Cl)ccc1Cl,-15,-1,-8,0,0.5,0.2,-3,15,0
O=C(/C=C/c1ccccc1)c1ccoc1,-3,-12,-3,0,-1.0,0.1,-2,7,-20
Cc1nc(NC(=O)CCc2ccccc2)sc1C,-5,-3,-2,0,-0.2,0.1,-16,-7,-11
O=C(Nc1cccc([N+](=O)[O-])c1)c1ccc(CN2CCOCC2)cc1,-2,9,-3,3,3.7,0.9,-16,-8,-6
CCC(C)NCCOCCOc1ccc(C)cc1OC (configuration not stated),-11,-3,-8,7,0.4,0.5,0,26,-3
Cc1ccc(C(C)C)c(OCc2nnc(SCC(=O)Nc3ncc(C)s3)n2C)c1,-4,-4,-6,6,-0.3,1.4,30,23,-4
CCCCNC(=S)NNC(=O)c1ccoc1C,-6,-19,-3,6,0.6,0.1,-20,21,-6

# Continued.
structure,CHO parental Ca,CHO-K1 Ca antag,CHRM1 agonist,TAAR1 agonist,V1R ag counter,CHO-K1 Ca ag,TAAR1 antagonist,M1 PAM parental,OXTR potentiator
OCCCn1c(-c2ccccc2)csc1=Nc1ccccc1,-4,-10,-9,20,2.0,5.1,3,-7,-20
OCC[C@H]1C[C@@H](O)[C@H](O)[C@@]2(Cc3ccccc3O2)O1,-1,-8,0,11,0.7,0.5,1,10,-1
O=C(O)c1cccc2c1C(=O)c1ccc(-c3ccc(F)cc3F)cc1S2(=O)=O,-7,-10,-5,7,0.3,0.3,9,25,-3
c1ccc(-c2cc(-c3ccccc3)[nH]n2)cc1,-17,7,-2,2,-1.4,-0.8,-23,-16,-1
O=C(COC(=O)c1ccccc1NC(=O)c1ccco1)Nc1ccc2c(c1)OCO2,-4,8,-3,8,0.9,1.9,28,-1,-11
Oc1ccc(-c2cnc3ccccc3n2)cc1,-8,9,0,8,0.8,-0.1,-13,-17,4
CCn1nc(C(=O)OCC(=O)NC(C)C)c2ccccc2c1=O,-6,-7,-6,6,0.2,-0.5,-5,15,-7
O=C(NCCC1=CCCCC1)C1CCN(S(=O)(=O)c2ccc(Br)s2)CC1,-21,-11,-1,25,5.2,8.2,7,13,-14
CCCC1(C(=O)OCC)NC(c2ccc(N(C)C)cc2)C2C(=O)N(c3ccc(F)cc3)C(=O)C21 (configuration not stated),-15,0,-2,0,-0.1,0.2,3,5,1
Cc1ccc2nc(COc3ccc(Cl)cc3)cc(=O)n2c1,3,-15,-2,7,1.4,3.8,-4,23,5

# New compounds follow.
structure,CHO parental Ca,CHO-K1 Ca antag,CHRM1 agonist,TAAR1 agonist,V1R ag counter,CHO-K1 Ca ag,TAAR1 antagonist,M1 PAM parental,OXTR potentiator
Cc1ccc(S(=O)(=O)N2CCOCC2)cc1C(=O)Nc1ccc(S(=O)(=O)Nc2nccs2)cc1,-5,-3,-5,0,0.3,-0.1,-1,10,-4
Cc1ccccc1CN(C)Cc1cc(=O)oc2c(C)c(C)ccc12,6,-8,-5,-1,-0.9,1.9,51*,7,-10
COc1cc(C(=O)N/N=C/c2sccc2C)cc(OC)c1OC,nt,-18,-3,4,nt,4.9,-6,13,nt
CCOC(=O)N(CC)OC(=O)Nc1ccc(Cl)cc1,-2,-4,-4,12,1.0,2.9,-3,18,-4
N#Cc1ccc(S(=O)(=O)N2CCC(C(=O)N3CCN(Cc4ccc5c(c4)OCO5)CC3)CC2)cc1,-25,-19,-4,9,8.7,7.6,8,-7,-10
Cc1ccc(NC(=O)CCc2c(C)nn(-c3ccc(N4CCOCC4)nn3)c2C)cc1F,-19,-11,0,5,2.8,3.7,-14,-7,-9
CCOC(=O)Cc1csc(NC(=O)Nc2ccc(OC(F)(F)F)cc2)n1,29*,34*,5,9,14,10,-25,-15,-8
COc1ccc(Cn2c(O)c(C=Nc3ccc(C)cc3)c3ccccc3c2=O)cc1,-20,-8,-1,0,0.1,0.0,-13,18,-3
CC1=CC(=O)[C@@H](O)[C@@H](c2ccccc2Br)N1C,nt,4,-3,1,nt,0.0,4,-3,nt
Cc1ccccc1OCC(O)CN1CCN(C)CC1 (configuration not stated),7,-2,-5,1,0.8,0.1,19,14,-4

# Additional structures.
structure,CHO parental Ca,CHO-K1 Ca antag,CHRM1 agonist,TAAR1 agonist,V1R ag counter,CHO-K1 Ca ag,TAAR1 antagonist,M1 PAM parental,OXTR potentiator
O=C(CSc1nnc(CN2CCOCC2)n1-c1ccc(Cl)cc1)Nc1ccc2c(c1)OCO2,-18,-12,1,9,0.5,0.9,4,-14,-3
Cc1cccc(N(C(=O)Cn2nnc(-c3ccc(F)cc3)n2)C(C(=O)NC(C)(C)C)c2ccncc2)c1 (configuration not stated),-24,-11,-6,-1,-0.8,0.2,-6,24,6
Cc1ccc2nc(SCC(=O)c3c(C)[nH]c4ccccc34)[nH]c2c1,-11,14,-3,9,2.5,2.2,28,-10,-12
c1ccc2c(c1)OCC(c1csc3ncnc(N4CCCC4)c13)O2 (configuration not stated),-2,6,-3,17,-0.5,2.1,44,1,-11
CCOc1cc(NC(=S)NCC2CCCO2)c(OCC)cc1NC(=O)C1CC1 (configuration not stated),7,-11,-8,7,0.3,1.3,-3,11,-3

# High-throughput results deposited in PubChem by The Scripps Research Institute Molecular Screening Center.

# Rows are unselected; overall some 3.3% were active at least once.
